High-throughput results (PubChem)
SR-BI DiI-HDL act: activators of SR-BI mediated HDL lipid uptake; CHO ldlA[mSR-BI] cells, DiI-HDL uptake fluorescence, 3 h; 100 = double the neutral-control signal; activation, % at 12.5 µM; actives 0.096% (n = 320,000);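 active = mean replicate activation of at least 60% and every replicate at or above 60%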;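 note: 0% = median plate neutral-control signal and 100% = twice that signal; values of inactives mirror those of a sister screen read the other way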
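Test system: SR-BI-overexpressing, LDLR-lacking CHO cells; Also added: labelled HDL, 10 µg/mL; Measured by: bottom-read cell fluorescence after medium removal, ex 550/em 595 nm; Timing: 3 h uptake period with compound, 37 °C; Buffer or medium: F12, 0.5% BSA, 25 mM HEPES; Doses: single compound concentration, delivered by pin transfer.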
Arrestin-AP2 inh: human beta-arrestin and AP2 interaction inhibition; actives 0.31% (n = 340,000); FITC-arrestin peptide / GST-AP2 beads, flow cytometry; AP2 beta2 appendage carries R879A mutation; inhibition, % at 10 µM; AID 504490;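 active = inhibition above a set limit, near 3 SD of compounds lacking own fluorescence, cut at about 54% in these data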;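 note: plate controls were DMSO wells for no effect and 5 µM unlabelled arrestin peptide for full effect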
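System: GST-tagged AP2 beta2-adaptin appendage (R879A) on 4 µm glutathione beads / Reagent: FITC-arrestin peptide, 50 nM / Detection: HyperCyt-sampled flow cytometry, FL1 channel, ex 488/em 535 nm / Timing: 12 min plus 1 h, RT / Buffer or medium: PBS plus Tween 20 (0.05%) and BSA (0.1%)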
NSD2 inh: inhibitors of human histone methyltransferase NSD2. O96028. NSD2 peptide methylation, AlphaScreen, 120 min. inhibition, % at 12.5 µM. actives 0.54% (n = 310,000). AID 743445; in the data active = inhibition above about 50%
RTF Ca sens inh: cardiac RTF calcium desensitization; IANBD-labeled cardiac RTF, Ca2+ fluorescence; inhibition, % at 7.15 µM; P19429+P45379; AID 493244; actives 0.12% (n = 340,000);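 active = inhibition above the mean inhibition of all tested compounds plus 3 SD, cut at about 17% in these data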;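 note: assay run at fixed EC70 calcium of 1.6 mM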
PKA-R2B activ: activators of human PKA-R2B complex. actives 0.079% (n = 340,000). activation, % at 11.4 µM. PKA-R2B holoenzyme dissociation, Cy5-IP20 fluorescence polarization; R2B truncated from residue 108, S112A mutant; 0% DMSO only, 100% 113 µM cGMP. AID 504700. P22694+P31323;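 active = activation above a cutoff set at the mean over all compounds plus 3 SD, cut at about 18% in these data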;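 note: higher means more holoenzyme dissociation and a rise in polarization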
Target sequence (P31323 whole entry, looked up, other chains not shown, the tested form may be a part): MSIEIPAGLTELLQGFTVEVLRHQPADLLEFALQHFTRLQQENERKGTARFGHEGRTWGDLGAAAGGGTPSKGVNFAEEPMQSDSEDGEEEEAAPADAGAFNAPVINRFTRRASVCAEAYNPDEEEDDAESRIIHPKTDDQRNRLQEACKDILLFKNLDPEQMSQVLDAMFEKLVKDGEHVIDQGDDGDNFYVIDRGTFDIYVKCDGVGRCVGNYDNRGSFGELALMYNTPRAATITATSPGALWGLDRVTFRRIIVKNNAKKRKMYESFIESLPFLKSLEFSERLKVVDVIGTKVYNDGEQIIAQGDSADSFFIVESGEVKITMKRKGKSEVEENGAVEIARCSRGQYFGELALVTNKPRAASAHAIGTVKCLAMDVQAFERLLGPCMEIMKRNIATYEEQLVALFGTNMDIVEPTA
DAGLB inhibitor: diacylglycerol lipase beta (human) inhibition | AID 504411 | Q8NCG7 | inhibition, % at 5.17 µM | actives 0.059% (n = 340,000) | HEK293T DAGLB membrane lysate, EnzChek fluorogenic substrate; in the data active = inhibition above about 34%;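 note: 0% = enzyme with vehicle and 100% = wells lacking enzyme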
Keap1 Nrf2 FP: inhibitors of human Keap1-Nrf2 protein-protein interaction. Q14145. actives 0.15% (n = 340,000). Keap1 Kelch-Nrf2 peptide fluorescence polarization, 1536-well. inhibition, % at 9.4 µM; in the data active = inhibition above about 12%;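 note: human Keap1 Kelch domain with fluorescein labeled Nrf2 9mer peptide probe; 0% = neutral control wells and 100% = peptide positive control; higher means more block of Keap1 binding to Nrf2 peptide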
Target sequence (Q14145 whole entry, looked up, the tested form may be a part): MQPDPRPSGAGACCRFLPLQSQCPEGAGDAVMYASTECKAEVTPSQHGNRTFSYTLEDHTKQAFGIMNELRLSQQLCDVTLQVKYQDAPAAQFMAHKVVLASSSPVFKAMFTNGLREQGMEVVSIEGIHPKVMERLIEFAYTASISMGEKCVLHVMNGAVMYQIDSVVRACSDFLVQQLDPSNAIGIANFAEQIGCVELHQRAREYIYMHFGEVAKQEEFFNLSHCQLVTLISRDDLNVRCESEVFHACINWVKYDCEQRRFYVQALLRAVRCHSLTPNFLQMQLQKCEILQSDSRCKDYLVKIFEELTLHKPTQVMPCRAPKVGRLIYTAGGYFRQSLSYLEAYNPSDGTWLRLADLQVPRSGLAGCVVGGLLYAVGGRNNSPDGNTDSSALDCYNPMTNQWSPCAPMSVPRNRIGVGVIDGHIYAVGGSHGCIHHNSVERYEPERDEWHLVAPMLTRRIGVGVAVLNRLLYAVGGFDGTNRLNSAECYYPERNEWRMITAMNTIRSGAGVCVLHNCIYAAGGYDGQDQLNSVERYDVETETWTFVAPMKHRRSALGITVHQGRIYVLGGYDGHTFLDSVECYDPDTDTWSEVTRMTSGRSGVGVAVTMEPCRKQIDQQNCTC
SR-BI DiI inh: mouse SR-BI HDL lipid transfer inhibition; Q61009; ldlA[mSR-BI] CHO cells, DiI-HDL uptake fluorescence, 3 h; inhibition, % at 12.5 µM; actives 0.96% (n = 320,000); AID 488896;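 active = mean replicate inhibition of at least 70% and a set share of replicates each scoring 70 or more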;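 note: 0% = median of neutral control wells and 100% = median of positive control wells; values of inactives mirror those of a sister screen read the other way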
PvdQ inh: blocks Pseudomonas aeruginosa PvdQ acylase activity; actives 0.063% (n = 340,000); purified PvdQ acylase, fluorescence plate reader; inhibition, % at 10 µM; in the data active = inhibition above about 30%, passing the limit was not always enough;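 note: 0% = vehicle neutral wells and 100% = reference inhibitor wells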
C-LANA FP: blocks KSHV LANA C-terminal domain binding to DNA. actives 0.078% (n = 340,000). MBP-C-LANA/FAM-LBS DNA binding, fluorescence polarization. inhibition, % at 9 µM. AID 504423;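 active = highest replicate inhibition at or above 60% at 9 µM, even if other replicates fall short; inactive = all replicates below 60% inhibition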;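 note: 0% = neutral control wells and 100% = 4 µM acridine orange control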
Active calls of the source: *; . = no result given; & = joins results of further samples.

SMILES	SR-BI DiI-HDL act	Arrestin-AP2 inh	NSD2 inh	RTF Ca sens inh	PKA-R2B activ	DAGLB inhibitor	Keap1 Nrf2 FP	SR-BI DiI inh	PvdQ inh	C-LANA FP
COc1ccccc1NC(=O)C1(C)Cc2ccccc2C(=O)O1 (stereo not drawn)	22	3	.	-7	7	0	3	-22	-10	-1.1
O=C(NCc1nnc(SCC(=O)N2CCCC2)o1)c1ccccc1F	4	-1	-5	-3	4	-3	3	-4	-18	0.2
CCOc1ccc2nc(SCCNS(=O)(=O)c3ccccc3)sc2c1	-17	-2	0	-1	-7	-9	-8	17	-2	0.0
COc1ccccc1-n1nnnc1SCC(=O)N1CCCC1=O	16	20	2	1	-6	-3	3	-16	6	0.3
COc1cccc(NC(=O)C(Sc2nnc(-c3ccncc3)n2-c2ccc(Cl)cc2)c2ccccc2)c1 (stereo not drawn)	-21	-1	-2	14	1	2	-6	21	-13	-0.6
O=C(CCN1C(=O)/C(=C/c2ccccc2F)SC1=S)NCCCN1CCOCC1	-4	-1	19	5	0	-1	-3	4	-19	-1.0
C=C1CCN([C@@H](Cc2ccccc2)C(=O)NCc2ccc(Cl)c(Cl)c2)S(=O)(=O)c2ccccc21	5	6	.	-2	2	-6	-3	-5	13	-4.1
COC(=O)c1sccc1NC(=O)Nc1cc(C)ccc1C	-29	7	-2	-6	1	-2	3	29	-3	-0.9
Cc1cccc(CC2(O)C(=O)Nc3ccccc32)n1 (stereo not drawn)	13	19	-4	3	-3	-2	1	-13	6	-6.2
Cn1c(N)c(C(=O)CN2CCc3ccccc3C2)c(=O)n(C)c1=O	-20	-8	15	-7	1	0	-2	20	-13	0.3
COc1ccc(NC(=O)CCc2ccccc2)cc1S(=O)(=O)N1CCCCC1	3	-9	-3	-8	-10	-4	0	-3	-14	-2.3
O=C(CSc1nnc(NC(=O)c2cccc(Cl)c2)s1)NCC1CCCO1 (stereo not drawn)	32	-3	1	-6	5	2	0	-32	-13	-0.4
COc1ccc(C(=O)Nc2ccc3[nH]ncc3c2)cc1OC	-32	1	2	6	-13	0	-4	32	12	-0.6
COc1ccc(C2C(C(=O)c3ccccc3)=C(C)Nc3nc4ccccc4n32)c(OC)c1 (stereo not drawn)	7	-2	.	-1	-9	-2	-2	-7	-13	-1.1
CC(C)[C@H](NC(=O)N1CCn2c1nc1ccccc12)C(=O)N[C@H](C(=O)O)c1ccccc1	1	8	.	-2	-8	-2	-4	-1	8	0.2
O=C(COc1ccccc1)N(Cc1ccccc1)c1nc(-c2ccccc2)cs1	-9	1	5	-7	2	-5	-7	9	-12	-1.4
CC1=C(CCN2CCN(C3CCCC3)C(CCO)C2)C(C)(C)CCC1 (stereo not drawn)	11	22	0	-2	-12	0	-5	-11	-10	-0.8
COc1ccc2sc(-c3ccc(N(C)C)cc3)c(C#CCO)c2c1	-99	13	.	-8	-7	-1	-1	99*	-18	0.3
CCCn1c(-c2ccc(F)cc2)n[nH]c1=S	5	-8	3	-4	-5	3	-2	-5	-17	2.2
COc1ccc(OC)c(CNc2ccc([N+](=O)[O-])cc2C)c1	-42	-9	.	-2	-1	-3	-4	42	3	-2.3
O=C(CSc1nc(=O)n2ccccc2n1)N1CCCc2ccccc21	-1	12	1	-4	-7	-2	2	1	1	-0.6
CC1CCCCN1C(=O)CN1CCC(c2nc3ccc(Cl)cc3[nH]2)CC1 (stereo not drawn)	17	10	-4	-5	1	3	-7	-17	-11	-2.1
O=C(CCSc1ccc(Br)cc1)c1ccc(O)cc1	14	4	-4	-4	9	-7	1	-14	-3	0.2
CCCCc1ccc(NC(=S)N2CCCC(CO)C2)cc1 (stereo not drawn)	11	0	-1	-5	2	2	-1	-11	0	4.3
Cn1nnnc1SCc1cc(=O)n2ccsc2n1	16	12	-1	-7	-4	-3	-5	-16	-14	1.1

Another view of some results above.
| SMILES | SR-BI DiI-HDL act | Arrestin-AP2 inh | NSD2 inh | RTF Ca sens inh | PKA-R2B activ | DAGLB inhibitor | Keap1 Nrf2 FP | SR-BI DiI inh | PvdQ inh | C-LANA FP |
| --- | --- | --- | --- | --- | --- | --- | --- | --- | --- | --- |
| COc1ccc(C(=O)Nc2ccc3[nH]ncc3c2)cc1OC | -32 | 1 | 2 | 6 | -13 | 0 | -4 | 32 | 12 | -0.6 |
| CC1CCCCN1C(=O)CN1CCC(c2nc3ccc(Cl)cc3[nH]2)CC1 (stereo not drawn) | 17 | 10 | -4 | -5 | 1 | 3 | -7 | -17 | -11 | -2.1 |
| CC(C)[C@H](NC(=O)N1CCn2c1nc1ccccc12)C(=O)N[C@H](C(=O)O)c1ccccc1 | 1 | 8 | . | -2 | -8 | -2 | -4 | -1 | 8 | 0.2 |

The main list resumes with the 2 entries that preceded the break.
SMILES	SR-BI DiI-HDL act	Arrestin-AP2 inh	NSD2 inh	RTF Ca sens inh	PKA-R2B activ	DAGLB inhibitor	Keap1 Nrf2 FP	SR-BI DiI inh	PvdQ inh	C-LANA FP
CCCCc1ccc(NC(=S)N2CCCC(CO)C2)cc1 (stereo not drawn)	11	0	-1	-5	2	2	-1	-11	0	4.3
Cn1nnnc1SCc1cc(=O)n2ccsc2n1	16	12	-1	-7	-4	-3	-5	-16	-14	1.1
COc1cc(C)c(C)cc1S(=O)(=O)N1CCN(Cc2ccccc2)CC1	-5	4	-1	-6	-13	-4	-7	5	8	-0.8
CCc1onc(C)c1C(=O)Nc1ccc(N2CCOCC2)cc1	9	-15	0	5	7	2	-3	-9	-4	-2.3
O=C1c2ccccc2NC(c2ccccc2)N1c1ccc(O)cc1 (stereo not drawn)	14	4	0	-8	3	3	-2	-14	-9	-1.5
NS(=O)(=O)c1ccc(NC(=O)CN2CCCCC2)cc1	22	-1	1	-1	1	0	6	-22	-5	1.0
CCN(CC(=O)Nc1ccc(OC)c(Cl)c1)CC(=O)NC(C)C	5	6	1	-9	-1	1	-2	-5	-24	0.6
Cc1ccc2nc(/C(C#N)=C\c3ccc(N4CCOCC4)o3)[nH]c2c1	-50	-14	4	-133	9	-23	-146	50	3	-34
NC(=O)c1sc2nc(-c3cccs3)ccc2c1N	-15	49	-1	2	-1	1	-1	15	10	-10
OC(CN1CCN(c2cccc(Cl)c2)CC1)C(c1ccccc1)c1ccccc1 (stereo not drawn)	-11	0	.	8	3	-5	-5	11	5	-0.8
CCOc1ccc(C2c3c(oc4ccccc4c3=O)C(=O)N2c2ccc(C)cn2)cc1OC (stereo not drawn)	5	4	.	0	-5	-2	-4	-5	-7	-0.6
CN1CCN(S(=O)(=O)c2cccc(C(=O)Nc3nc(-c4ccccc4)cs3)c2)CC1	-47	5	2	-10	-4	0	2	47	-6	2.6
NC(=O)C1CCN(C(=O)COc2ccc(S(=O)(=O)NCc3ccccc3)cc2Cl)CC1	-27	12	-3	-10	9	2	4	27	-3	1.8
Cc1ccc(F)c([C@H]2C3C=CCC(c4ccccc4)C3C(=O)N2Cc2ccccc2)c1 (stereo partly drawn)	3	6	.	-1	-9	-18	-2	-3	-13	-0.4
Cc1ccc(NC(=O)c2sc(N)nc2-c2ccccc2)cc1C	-42	3	-4	-4	-11	-3	0	42	0	-2.0
O=C(COc1ccc(/C=N/NC(=O)c2ccncc2)cc1)Nc1ccc([N+](=O)[O-])cc1	.	31	3	9	1	0	1	.	2	-0.5
COc1ccc(CCNC(=O)Cn2nnc(-c3cccc(OC)c3OC)n2)cc1OC	1	9	0	-9	-3	0	0	-1	3	-2.1
Cc1c(C(=O)c2ccc3c(c2)OCO3)ccc2c1OCO2	-17	-4	0	-12	1	-6	1	17	-18	-0.8
CCN(CC)c1ccc(NC(=O)Cn2c(C(C)NC(=O)c3ccccc3)nc3ccccc32)cc1 (stereo not drawn)	-57	4	-1	-4	19*	0	1	57	-4	-2.2
Cn1c(=O)n(C)c2cc(NC(=O)COc3ccc(F)cc3F)ccc21	0	-22	2	0	-2	-3	5	0	6	-0.5
CC(Sc1nnc(Cc2cccs2)n1C1CCCCC1)C(=O)NCc1ccco1 (stereo not drawn)	-7	9	2	-5	-1	-3	-5	7	-10	-0.5
O=C(O)C(O)c1ccccc1 (stereo not drawn)	-49&12	-4&2	.	10&11	-2&-2	3&0	-1&1	49&-8	-11&-4	0.6&-1.1
CCOC(=O)C1CCCN(CCC(=O)Nc2ccc3c(c2)CCC3)C1 (stereo not drawn)	4	-11	.	-9	3	-1	1	-4	-3	1.8
CCN(Cc1ccccc1)C(=O)C1CCC(CNc2c(N3CCOCC3)c(=O)c2=O)CC1 (stereo not drawn)	-9	-11	.	-7	-4	1	1	9	-13	0.1
Cc1ccc(NC(=O)CCC(=O)c2ccccc2)cc1	1	-9	-5	1	-4	-3	-3	-1	-14	1.8
Cc1cc([N+](=O)[O-])ccc1NC(=S)NC(=O)C(c1ccccc1)c1ccccc1	-6	1	2	2	10	-5	-4	6	-12	1.0
O=c1ccc(S(=O)(=O)N2CCC(Cc3ccccc3)CC2)c[nH]1	-43	-2	-3	1	-3	3	-9	43	-6	-3.7
CC(=O)OCC1=C(C(=O)O)N2C(=O)[C@@H](NC(=O)Cc3ccccc3)[C@H]2SC1	12	16	.	-14	-6	0	-4	-12	-14	-0.9
COc1ccc(CC(=O)OCC(=O)N(CC(C)C)c2c(N)n(Cc3ccccc3)c(=O)[nH]c2=O)cc1	12	26	4	-11	8	5	-5	-12	-7	1.6

By substructure, the entries above with a nitro group on carbon
SMILES	SR-BI DiI-HDL act	Arrestin-AP2 inh	NSD2 inh	RTF Ca sens inh	PKA-R2B activ	DAGLB inhibitor	Keap1 Nrf2 FP	SR-BI DiI inh	PvdQ inh	C-LANA FP
COc1ccc(OC)c(CNc2ccc([N+](=O)[O-])cc2C)c1	-42	-9	.	-2	-1	-3	-4	42	3	-2.3
O=C(COc1ccc(/C=N/NC(=O)c2ccncc2)cc1)Nc1ccc([N+](=O)[O-])cc1	.	31	3	9	1	0	1	.	2	-0.5
Cc1cc([N+](=O)[O-])ccc1NC(=S)NC(=O)C(c1ccccc1)c1ccccc1	-6	1	2	2	10	-5	-4	6	-12	1.0
